JMJD2A Tudor: qHTS Assay for Inhibitors of JMJD2A-Tudor Domain. Lysine-specific demethylase 4A (Homo sapiens), O75164. AlphaScreen JMJD2A-Tudor / H3K4me3 peptide binding. Potency, µM (doses to about 114 µM), inactives show at the top dose activity change, negative = inhibition, actives largely listed as inhibitors. 4.4% of 390,000 active; note: potency is the fitted concentration of half-maximal effect; % is set by controls: 0 for no effect and ±100 for the full control effect; nearly all actives have a fitted effect of over 50% in size
12-LOX inh: Primary qHTS assay for inhibitors of human arachidonate 12S-lipoxygenase (ALOX12): Round 2; purified 12hLO, xylenol orange hydroperoxide absorbance; 1.1% of 580,000 active; Potency, µM (titrated, usually from 108 µM), inactives show at the highest dose activity change, negative = inhibition, usual class: inhibitors; Polyunsaturated fatty acid lipoxygenase ALOX12 (Homo sapiens), P18054; note: potency is the fitted concentration of half-maximal effect; % is set by controls: 0 for no effect and ±100 for the full control effect
Target sequence (P18054 whole entry, looked up): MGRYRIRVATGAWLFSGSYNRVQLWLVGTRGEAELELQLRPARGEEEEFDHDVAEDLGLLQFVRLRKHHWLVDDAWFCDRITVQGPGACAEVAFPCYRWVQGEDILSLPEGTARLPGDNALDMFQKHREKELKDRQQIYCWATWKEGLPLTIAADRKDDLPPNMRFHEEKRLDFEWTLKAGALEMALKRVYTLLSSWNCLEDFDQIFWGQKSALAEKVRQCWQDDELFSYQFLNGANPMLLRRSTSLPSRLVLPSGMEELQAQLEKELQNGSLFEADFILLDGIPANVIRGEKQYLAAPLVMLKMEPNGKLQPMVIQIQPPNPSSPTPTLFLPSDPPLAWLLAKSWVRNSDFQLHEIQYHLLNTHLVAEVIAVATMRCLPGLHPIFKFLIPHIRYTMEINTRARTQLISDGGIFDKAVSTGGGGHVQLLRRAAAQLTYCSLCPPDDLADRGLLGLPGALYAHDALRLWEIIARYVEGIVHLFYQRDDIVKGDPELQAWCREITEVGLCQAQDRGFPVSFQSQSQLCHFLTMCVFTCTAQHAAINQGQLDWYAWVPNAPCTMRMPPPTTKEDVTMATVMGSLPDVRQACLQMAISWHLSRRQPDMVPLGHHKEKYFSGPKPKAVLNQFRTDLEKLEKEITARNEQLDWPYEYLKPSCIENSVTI
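Purified human 12hLO at 150 nM in 25 mM Hepes, 0.01% Triton X-100, pH 7.0, preincubated 15 min at room temperature with compound. Reaction started with 40 uM arachidonic acid, 30 min at room temperature. Hydroperoxide measured by Fe-xylenol orange, 573/405 nm absorbance ratio.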
RGS4 inhibitor: Inhibitors of Regulator of G Protein Signaling (RGS) 4: qHTS | Regulator of G-protein signaling 4 (Homo sapiens), P49798 | 0.039% of 390,000 active | AID 504845, 2011 | Potency, µM (series often up to 114 µM), for inactives: at the highest dose activity change, negative = inhibition, most hits filed as inhibitors | Transcreener GDP fluorescence polarization, RGS4-accelerated GTP hydrolysis; note: potency is the fitted concentration of half-maximal effect; % is set by controls: 0 for no effect and ±100 for the full control effect; nearly all actives have a fitted effect of over 75% in size; some results filed as inactive show a strong effect at the top dose
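MLSMR compounds (23 nl, pin-transferred) preincubated 10 min at room temperature with a 500nM (2x) first reagent, then RGS4 at 900nM (2x) plus Transcreener GDP mix added; fluorescence polarization (620/688 nm) read before and after 90 min at 30 °C.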
ERG-DNA inh: qHTS for Small Molecule Inhibitors of the ERG Ets/DNA interaction | Transcriptional regulator ERG (Homo sapiens), P11308 | fluorescence polarization, His-ERG Ets domain / labelled DNA | Potency, µM (highest dose often 76.9 µM), inactives show top-dose FP activity, negative = inhibition, actives largely listed as inhibitors | 0.028% of 370,000 active | AID 624246, 2012; active = well fitted inhibition curve with a large enough effect in the polarisation, with a control signal flat; inconclusive = small, poorly fitted or top-dose-only effect, or effect the other way, or a change in a side signal; inactive = no such curve, though single readings can be large or run the other way; the % refers to the polarisation;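 note: polarization taken with two DNA probes labelled with fluorescein and Texas red; potency is the fitted concentration of half-maximal effect; % of control where 0% means no effect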
Target sequence (P11308 whole entry, looked up, the tested form may be a part): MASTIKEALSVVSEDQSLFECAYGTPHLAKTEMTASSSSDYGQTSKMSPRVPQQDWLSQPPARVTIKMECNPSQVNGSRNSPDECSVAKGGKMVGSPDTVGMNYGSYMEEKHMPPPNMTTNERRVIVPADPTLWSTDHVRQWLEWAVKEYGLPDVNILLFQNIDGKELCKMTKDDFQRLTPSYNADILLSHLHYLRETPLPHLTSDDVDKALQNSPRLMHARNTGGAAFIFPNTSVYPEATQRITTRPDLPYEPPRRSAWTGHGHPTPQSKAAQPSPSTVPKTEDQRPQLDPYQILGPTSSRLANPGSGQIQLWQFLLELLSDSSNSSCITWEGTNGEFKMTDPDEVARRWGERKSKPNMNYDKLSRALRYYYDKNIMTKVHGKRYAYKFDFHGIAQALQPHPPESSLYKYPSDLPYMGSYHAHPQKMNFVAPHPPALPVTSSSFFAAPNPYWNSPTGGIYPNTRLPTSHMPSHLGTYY
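His-tagged ERG Ets domain (1 uM in the protein solution; 300mM KCl, 50mM Tris-HCl, 1mM EDTA, 1mM DTT, pH 7.5) received compound, then a probe mix of 5 nM fluorescein-DNA and 100nM Texas-615-DNA. Fluorescence polarization was read for both dyes.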
GLS inh: qHTS for Inhibitors of Glutaminase (GLS). Glutaminase kidney isoform, mitochondrial (Homo sapiens), O94925. GLS enzymatic activity, qHTS titration. Potency, µM (titrated, usually from 45.5 µM), for the others: at the top dose activity change, negative = inhibition, most hits filed as inhibitors. 0.21% of 410,000 active. AID 624170, 2012; note: potency is the fitted concentration of half-maximal effect; % is set by controls: 0 for no effect and ±100 for the full control effect
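Glutamate formation by hKGA was monitored fluorometrically using coupled glutamate oxidase, HRP and Amplex Red. Substrate was added as 1 mM L-glutamine solution; incubation was 30 min at RT after an initial read.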
BAZ2B block: qHTS Assay for Inhibitors of BAZ2B; Potency, µM (doses to about 114 µM), inactives show at the top dose activity change, negative = inhibition, most hits filed as inhibitors; Bromodomain adjacent to zinc finger domain protein 2B (Homo sapiens), Q9UIF8; 4.4% of 360,000 active; AlphaScreen BAZ2B-H3K14Ac peptide displacement; note: potency is the fitted concentration of half-maximal effect; % is set by controls: 0 for no effect and ±100 for the full control effect; nearly all actives have a fitted effect of over 60% in size
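Complex of BAZ2B and biotin-H3K14Ac (50 nM apiece) forms over 30 min at RT, then faces library compounds up to 110 uM for another 30 min; AlphaScreen beads added, 20 min dark incubation, luminescence read.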
G9a inh: qHTS Assay for Inhibitors of Histone Lysine Methyltransferase G9a | Histone-lysine N-methyltransferase EHMT2 (Homo sapiens), Q96KQ7 | 8.8% of 350,000 active | AID 504332, 2011 | Potency, µM (titrated, usually from 102 µM), inactives show at the top dose activity, negative = inhibition, most hits filed as inhibitors | G9a H3K9 monomethylation, AlphaScreen, 2 h; note: potency is the fitted concentration of half-maximal effect; % is set by controls: 0 for no effect and ±100 for the full control effect; nearly all actives have a fitted effect of over 75% in size
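Step 1: enzyme (final 20 nM) with compound, 15 min RT. Step 2: substrate peptide 500 nM and SAM 20 uM, 2 h RT. Step 3: anti-H3K9me1 antibody and AlphaScreen beads, 10 min, then plate read.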
PI4K2A inh: qHTS for small molecular inhibitors of PI4K2A; purified PI4K2A, ADP-Glo luminescence, 1 h; hits give low values; 0.13% of 420,000 active; AID 1346378, 2018; Phosphatidylinositol 4-kinase type 2-alpha (Homo sapiens), Q9BTU6; activity change, negative = inhibition, % at 76.9 µM; in the data active = activity change below about -50%; inconclusive = mostly about -30% to -49%;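 note: -100% = wells without enzyme as full effect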
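PI4K2A activity was measured by ADP-Glo luminescence: enzyme (4 ug/mL stock) and phosphatidylinositol (1.2 mM stock) in Tris pH 7.5/MgCl2/EGTA/Triton X-100 buffer were reacted with ATP (300 microM stock) for one hour at ambient temperature.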
HP1b binding inh: HTS for Inhibitors of HP1-beta Chromodomain Interactions with Methylated Histone Tails; Chromobox protein homolog 1 (Homo sapiens), P83916; AID 540317, 2011; Potency, µM (series often up to 114 µM), without a hit: top-dose activity change, negative = inhibition, most hits filed as inhibitors; 0.56% of 390,000 active; AlphaScreen HP1-beta / biotin-H3K9me3 peptide binding; note: potency is the fitted concentration of half-maximal effect; nearly all actives have a fitted effect of over 70% in size; inactives centre near 23
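HP1-beta protein (50 nM final) preincubated 30 min at room temperature with biotinylated H3(1-18)K9me3 peptide (50 nM) in PBS pH 7.4, 0.01% Tween-20, then compound added for 30 min. AlphaScreen streptavidin donor/nickel chelate acceptor beads (10 ug/mL final), 30 min dark, luminescence read.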
* hit, by the source's call; ? = inconclusive; . = no result given; & = joins results of further samples; ! = not confirmed by another sample; [ ] = remark or other dose. Unless noted, calls come from the whole dose curve; as a rule, active = well fitted curve in the direction sought with a large enough effect; inconclusive = small, poorly fitted or top-dose-only effect, or another doubt; inactive = no such curve, though single readings can be large; an effect the other way counts as inactive or inconclusive.

SMILES	JMJD2A Tudor	12-LOX inh	RGS4 inhibitor	ERG-DNA inh	GLS inh	BAZ2B block	G9a inh	PI4K2A inh	HP1b binding inh
CCCCOC(=O)COc1cc(C)cc2oc(=O)c3c(c12)CCC3	-10.3%	?	7.6%	-3.3%	2.1%	-4.3%	1.3%[59 µM]	4.0	11.7%
Cc1ccc(S(=O)(=O)N2CCCC(C(=O)N3CCC4(CC3)OCCO4)C2)cc1 (centres undefined)	-0.7%	5.9%	4.7%	-20.8%	-0.3%	0.2%	-12.4%	-0.1	25.5%
CNC(=O)N(C)c1nnc(C(C)(C)C)s1	-5.1%	25.7%	4.6%	10.4%	1.7%	-6.9%	-1.3%[12.7 µM]	-0.7	26.1%
N#CC1c2ccccc2-n2nncc2CN1S(=O)(=O)c1cc(Cl)cc(Cl)c1 (centres undefined)	89.1µM*	?	7.3%	19.6%	-3.0%	.	.	-2.9	27.7%
CC1CN(CC(=O)c2ccccc2Cl)CC(C)O1 (centres undefined)	-3.5%	-13.3%	-15.7%	-4.5%	6.4%	-0.3%	?	-5.2	47.4%[activator]
N#Cc1ccccc1Cn1cc(C(=O)c2ccco2)c2ccccc21	-26.5%	4.3%	0.2%	0.9%	5.2%	-29.8%	-4.9%[59 µM]	-5.3	15.1%
CCC(CC)C1C(C#N)=C(N)Oc2c1c(=O)oc1ccccc21 (centres undefined)	-12.8%	427.1%[activator]	-15.0%	0.6%	8.6%	10.4%	?	5.3	12.1%
CCOC(=O)C1(CCc2ccccc2)CCN(CC(O)CO)CC1 (centres undefined)	-3.7%	4.3%	-15.0%	-3.5%	3.1%	-21.4%	53.1%[activator]	7.1	52.4%[activator]
CC(O)(CS(=O)(=O)c1ccccc1)C(=O)Nc1cccc(C(F)(F)F)c1 (centres undefined)	-11.4%	2.2%	14.9%	15.7%	-5.0%	-4.6%	21.3%	2.6	21.2%
Cc1ccc(/C=C/C2=NN(Cc3ccc(Cl)c(Cl)c3)C(=O)CC2)cc1	25.4%	151.1%[activator]	-12.8%	11.2%	-1.6%	3.4%	39.7%	-4.1	72.9%[activator]
Nc1c(C(=O)OC2CCCCC2)c2nc3ccccc3nc2n1CC1CCCO1 (centres undefined)	35.8%	-4.1%	14.4%	0.8%	3.8%	24.5%	12.5%[59 µM]	3.3	133.2%
O=C1NC(=O)N(Cc2ccco2)C(=O)/C1=C/c1cccn1CCOc1ccccc1Cl	-24.8%	?	?	17.0%	-1.4%	44.7µM*	?	?	24.7%
CC12CCCCC1=[N+]([O-])CN2O (centres undefined)	-25.2%[57.1 µM]	0.0%	-16.9%[56.9 µM]	-10.1%	17.3%	10.2%	?	-1.6	-1.1%
O=C(N[C@H]1CN2CCC1CC2)c1ccc(Cl)cc1	.	-22.0%[57.4 µM]	-16.0%[56.9 µM]	.	.	.	?	4.7	.
CCCCn1c(O)c(/C=N/N2CCCCC2c2cccnc2)c(=O)[nH]c1=S (centres undefined)	-8.3%	-5.1%	-18.0%	5.4%	-0.1%	-6.5%	8.91µM*	-6.7	30.3%
COC(=O)C1=C(c2cccc(OCc3ccccc3)c2)C[C@@H]2CC[C@H]1N2C(=O)NCc1ccc([N+](=O)[O-])cc1	-26.4%	-1.8%	-0.2%	10.4%	3.4%	-20.0%	6.6%[2.33 µM]	0.6	25.4%
COc1ccc(C(=O)NC(=S)N2C[C@H]3C[C@H](C2)c2cccc(=O)n2C3)cc1OC	-35.4%	?	-20.1%	12.3%	31.0%[activator]	-9.0%	44.7µM*	-3.8	38.2%
COC(=O)C(c1ccccc1)N1CCCCCC1 (centres undefined)	2.3%	?	-33.6%	1.9%	-8.9%	?	?	2.9	27.7%
CCOC(=O)c1ccc(N2Cc3ccccc3C2=NC(=O)c2cccc([N+](=O)[O-])c2)cc1	-11.8%[11.4 µM]	?	8.4%[11.4 µM]	-5.1%	1.5%	.	.	-7.9	51.2%[activator]
COc1ccc2sc(-c3ccccc3OC)c(-c3ccc(OCCN4CCOCC4)cc3)c2c1	?	.	12.9%	-3.5%	1.1%	.	.	-0.7	-22.0%
CCOc1cc(/C=C(\C#N)C(=O)NCC2CCCO2)ccc1OCC(N)=O (centres undefined)	-24.1%	?	-2.9%[11.4 µM]	2.3%	0.5%	-11.1%	50.1µM*	-9.7	-16.4%
CCn1c(=O)cc(OCC(=O)N2CCN(Cc3ccc4c(c3)OCO4)CC2)c2ccccc21	5.3%	0.0%	0.1%	-1.7%	.	-9.1%	-11.2%	-0.8	21.3%
O=c1cccc2n1CC1CC2CN(S(=O)(=O)c2ccccc2)C1 (centres undefined)	-20.9%	12.0%	0.9%	8.9%	-0.9%	6.2%	-39.5%[0.0925 µM]	2.7	18.4%
NC1CCCCC1N=Cc1c(O)n(Cc2ccc(F)cc2)c(=O)[nH]c1=O (centres undefined)	-17.4%	21.5%	0.5%	-5.7%	0.5%	?	0.891µM*	-11.3	17.3%
CC12CCC3C(CCCC4CC(=O)CCC43C)C1CCC2O (centres undefined)	-11.1%	-1.4%	-17.6%	.	1.7%	.	.	1.3	39.1%[activator]
CC12CC[C@H]3[C@@H](CCC4(O)C[C@H](O)CCC34/C=N/NC(=O)c3ccc(O)cc3)C1(O)CCC2C1=CC(=O)OC1 (some centres undefined)	-6.5%	21.4%	-13.2%	4.5%	-1.1%	-3.5%	.	-3.6	45.7%[activator]
Clc1ccc(CN2CCNCC2)cc1	3.6%	-38.2%	9.2%	-1.3%	9.1%	7.9%	-4.1%	-3.7	28.3%
COc1cc(C)cc(CN2CC=C(c3ccccc3)CC2)c1O	?	28.4%	-10.4%[56.9 µM]	1.0%	?	.	?	-4.0	-20.3%
O=C(CN1CC=C(c2ccccc2)CC1)NC(=O)NCc1ccco1	-13.7%[57.1 µM]	-22.6%	-31.9%[56.9 µM]	0.9%	-5.7%	.	?	-5.6	40.5%[activator]
O=C(c1cccc(C(F)(F)F)c1)C1CCCN(Cc2ccccc2O)C1 (centres undefined)	-2.4%	-0.3%	-4.3%	1.2%	-10.6%	2.2%	11.6%	0.2	20.2%
C/C(=N\N1CCCCC1c1cccnc1)c1c(O)n(C2CCCCC2)c(=S)[nH]c1=O (centres undefined)	?	-25.6%	-30.0%	.	8.2%	-22.4%	-7.3%[59 µM]	2.3	0.3%
Brc1ccc(CN2CCNCC2)s1	-29.1%	-4.9%	-10.8%	-3.6%	6.5%	6.5%	1.5%	-2.3	-8.8%
O=P(NCc1ccccc1)(Oc1ccccc1)Oc1ccccc1	18.1%	-7.7%	17.3%	24.3%	2.1%	8.4%	27.1%[59 µM]	0.0	41.8%[activator]
COc1ccc(CNC(=O)/C=C/c2ccc3[nH]cc(CCN(C)C)c3c2)cc1	-33.1%	-27.9%	-6.0%[56.9 µM]	-22.0%	-16.7%	?	39.8µM*!	4.3&3.6	20.3%
C/C(=N\NC(=O)c1ccccc1Cl)c1c(O)n(C2CCCCC2)c(=O)[nH]c1=O	-22.1%	-6.5%	-13.8%	1.8%	3.5%	-1.4%	2.4%	-23.9	28.9%
COC(=O)Cn1cc(/C=C2\C(=O)NC(=O)N(c3ccccc3)C2=O)c2ccccc21	-24.7%	-25.9%	-39.6%	-4.4%	1.1%	-4.4%	-4.9%	-5.6	31.0%
CC(=O)NC1N=C(C)N(c2ccccc2)C1=O (centres undefined)	44.7µM*	?	?	6.2%	10.3%	-14.9%	3.16µM*	?	?
CCC(=Nc1ccc(OC)cc1OC)c1c(O)n(C2CCCCC2)c(=O)[nH]c1=O	-35.7%	-20.0%	-17.5%	-2.6%	-2.8%	3.7%	-18.8%[2.33 µM]	-0.7	-5.3%
O=C(O)C1Sc2[nH]c(=O)sc2C2c3cc(Cl)ccc3OC(=O)C12 (centres undefined)	?	?	-47.2%	15.6%	33.0%[activator]	?	28.2µM*	-3.0	-15.6%
Cc1ccc(-c2nc(CN3C(=O)CN=C(c4ccccc4)c4cc(Cl)ccc43)c(C)o2)cc1	0.7%	4.6%	-5.2%	5.4%	2.3%	-0.7%	-31.0%[59 µM]	-0.8	46.5%[activator]
O=C1NC(=O)N(Cc2ccccc2)C(=O)/C1=C/c1cnc(-c2ccccc2)nc1	79.4µM*	?	?	4.7%	-3.3%	-33.8%	10µM*	-14.3	-6.3%
CP(=O)(O)CN1CCCCC1	-5.4%	-12.9%	-5.7%	14.3%	1.8%	7.5%	-5.7%[12.7 µM]	-0.7	29.5%
CC1(C)CC(n2[nH]c(=O)c3c2NC(=O)CSC3c2ccc(F)cc2)CCO1 (centres undefined)	-9.5%	0.0%	-14.3%	5.3%	-27.4%	.	12.8%[59 µM]	0.7	16.6%

Compound activity as filed in PubChem.

These rows are one share of the data; count on the stated rates, not on these rows.
